# Screening results as filed in PubChem.
# CHRM1 agonist = human M1 muscarinic receptor agonism. P11229. CHO-K1 hM1, Fluo-8 calcium fluorescence, agonist mode; 0% DMSO, 100% acetylcholine EC100. activation, % at 3 µM. 360,000 compounds, 0.33% hits. AID 588814;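 active means activation above the run's mean compound activation plus 3 SD, cut at about 16% in these data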;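 further: peak over basal fluorescence ratio within a 140 s kinetic read after compound addition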
# Target sequence (P11229 whole entry, looked up): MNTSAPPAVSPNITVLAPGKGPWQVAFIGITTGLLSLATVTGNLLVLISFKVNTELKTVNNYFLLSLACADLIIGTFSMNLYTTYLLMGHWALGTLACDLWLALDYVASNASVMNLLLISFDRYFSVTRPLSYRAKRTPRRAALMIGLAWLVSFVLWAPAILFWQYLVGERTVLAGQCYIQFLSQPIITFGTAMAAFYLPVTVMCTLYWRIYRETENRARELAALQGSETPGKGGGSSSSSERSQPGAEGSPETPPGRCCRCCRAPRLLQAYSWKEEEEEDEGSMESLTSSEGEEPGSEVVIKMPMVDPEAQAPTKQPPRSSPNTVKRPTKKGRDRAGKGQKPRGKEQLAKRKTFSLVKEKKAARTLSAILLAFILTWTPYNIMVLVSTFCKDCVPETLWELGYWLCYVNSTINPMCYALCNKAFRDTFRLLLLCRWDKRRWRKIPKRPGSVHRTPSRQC
# TAAR1 antagonist = human TAAR1 antagonism. Q96RJ0. AID 624466. inhibition, % at 3 µM. 360,000 compounds, 1.5% hits. CHO RD-HGA16 TAAR1, Fluo-8 calcium fluorescence, antagonist;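 active means inhibition above a per-plate cutoff, the mean inhibition of test compounds on that plate plus 3 SD, cut at about 49% in these data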;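 further: 0% = DMSO plus EC80 beta-PEA response and 100% = DMSO alone without agonist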
# Target sequence (Q96RJ0 whole entry, looked up): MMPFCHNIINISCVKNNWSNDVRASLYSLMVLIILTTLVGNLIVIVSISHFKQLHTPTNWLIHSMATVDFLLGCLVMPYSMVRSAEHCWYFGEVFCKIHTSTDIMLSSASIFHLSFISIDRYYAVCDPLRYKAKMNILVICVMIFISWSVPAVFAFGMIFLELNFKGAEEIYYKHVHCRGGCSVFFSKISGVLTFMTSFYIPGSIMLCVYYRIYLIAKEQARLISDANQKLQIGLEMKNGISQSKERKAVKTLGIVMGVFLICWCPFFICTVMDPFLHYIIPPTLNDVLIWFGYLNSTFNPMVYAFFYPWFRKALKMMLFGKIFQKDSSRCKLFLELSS
#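 Test system: RD-HGA16 CHO cells with stable hTAAR1 and Gα16 / Probe or stimulus: EC80 β-phenethylamine stimulus / Times: seeding 17-24 h prior, 75-min 37 °C, 30-min RT dye loading / Detection: Fluo-8 calcium-sensitive fluorescence / Read-out basis: % inhibition scaled between DMSO and EC80 PEA controls / Repeats: singlicate, one well per test compound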
# M1 PAM = potentiates human M1 receptor response to acetylcholine | activation, % at 3 µM | P11229 | CHO-K1 hM1, Fluo-8 calcium fluorescence, ACh EC20; 0% = ACh EC20, 100% = maximal ACh | AID 588819 | 360,000 compounds, 0.088% hits; in the data active means activation above about 19%, passing the limit was not always enough
# CHO parental Ca = counter-screen for OX1R antagonists: effect in parental CHO cells. parental CHO-K1, ATP-induced calcium, Fluo-8 fluorescence. inhibition, % at 5.6 µM. 330,000 compounds, 0.63% hits. AID 463079;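 active means inhibition above that plate's mean sample inhibition plus 3 SD, cut at about 26% in these data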;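 further: 0% = ATP-challenged DMSO wells and 100% = DMSO wells without ATP; some compounds past the cut are filed as inactive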
#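 test system = CHO parental line | reagent = ATP stimulus | measured by = intracellular calcium via Fluo-8 no-wash fluorescent dye | control set = ATP and no-ATP DMSO wells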
# CHO-K1 Ca PAM = counter-screen for M1 PAMs: effect in parental CHO-K1 cells; ATP EC20, Fluo-8 calcium fluorescence; 0% at ATP EC20, 100% at ATP max; activation, % at 3 µM; 360,000 compounds, 0.02% hits;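 active means activation above the run cutoff, the mean activation of all test compounds plus 3 SD, cut at about 40% in these data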;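 further: peak over basal fluorescence ratio in a 140 s read after ATP addition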
# CHO-K1 Ca ag = M1 agonist counterscreen hit in parental CHO-K1 cells | Fluo-8 calcium fluorescence; scaled to maximal ATP response, vehicle zero | activation, % at 3 µM | 360,000 compounds, 0.48% hits; in the data active means activation above about 15%;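 further: untransfected CHO-K1 host cells lacking M1 receptor as counterscreen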
# TAAR1 ag = agonists of human TAAR1 | CHO RD-HGA16 TAAR1, Fluo-8 calcium fluorescence; vehicle wells 0%, saturating PEA agonist 100% | 360,000 compounds, 0.99% hits | AID 624467 | Q96RJ0 | activation, % at 3 µM;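 active means activation above the mean activation of all test compounds in the run plus 3 SD, cut at about 38% in these data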
#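 System: CHO RD-HGA16 cells carrying human TAAR1 plus Gα16; Incubation: 17-24 h seeding, 75 min 37 °C dye, 30 min RT; Measured by: Fluo-8 fluorescence, 5 s baseline then 140 s kinetic read; Control set: DMSO and PEA EC100; Replication: single well for each compound.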
# M1 antag = blocks human M1 muscarinic receptor. 360,000 compounds, 1.3% hits. P11229. inhibition, % at 3 µM. CHO-K1 hM1, Fluo-8 calcium fluorescence, ACh EC80 antagonist;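 active means percent inhibition above its own plate's cutoff, namely the mean of that plate's compound wells plus 3 SD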;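 further: peak over basal fluorescence ratio during 140 s after agonist addition; 0% = ACh EC80 plus DMSO and 100% = DMSO alone without agonist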
# CHO-K1 Ca antag = M1 antagonist counterscreen hit in parental CHO-K1 cells. AID 602250. ATP-induced calcium, Fluo-8 fluorescence. 360,000 compounds, 0.6% hits. inhibition, % at 3 µM;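 active means inhibition above a per-plate cutoff, the plate's mean sample inhibition plus 3 SD, cut at about 24% in these data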;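 further: 0% = DMSO plus EC80 ATP and 100% = DMSO alone without ATP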
# The depositor's hits bear a star; nt = not tested or not shown.
SMILES,CHRM1 agonist,TAAR1 antagonist,M1 PAM,CHO parental Ca,CHO-K1 Ca PAM,CHO-K1 Ca ag,TAAR1 ag,M1 antag,CHO-K1 Ca antag
NC(=O)C1(N2CCCCC2)CCN(C(=S)Nc2ccc(Cl)cc2)CC1,-3.4,13.5,7.4,nt,21.3,0.0,0.6,-7.7,-10.8
O=C(CN1c2ccccc2Sc2ccccc21)NNC(=O)Nc1ccc(Cl)cc1,-3.9,-6.8,6.5,-11.2,9.7,1.6,1.7,-3.1,-11.3
Cc1cccc(N(C)S(=O)(=O)c2c(C)[nH]c(C)c2C(=O)N2CCCC2)c1,-1.1,-8.6,18.6,-16.1,7.1,0.8,5.2,-18.6,-11.3
CCN(CC)CCCN1C(=O)C(O)=C(C(=O)c2sc(C)nc2C)C1c1ccco1 (stereo not given),-4.0,1.7,6.6,0.5,7.4,-0.2,6.3,-11.3,0.3
Cc1ccnc(SCC(=O)NC2CCCCCC2)n1,-4.4,-4.6,9.0,-12.7,14.7,0.5,-0.1,-16.7,-11.9
COCCN(C(=O)CCC(=O)Nc1cc(C)on1)C(C(=O)NC(C)(C)C)c1ccccc1Cl (stereo not given),0.2,-12.2,3.2,-9.2,20.9,-0.2,-2.3,-2.8,-10.8
Cc1cc(=O)[nH]c(SCC(=O)N2C(C)CCCC2C)n1 (stereo not given),-3.7,-3.8,7.8,-4.8,5.2,0.3,-0.9,-9.7,-11.5
N#Cc1ccc(/C=C(\C(=O)C(=O)O)c2ccc3ccccc3n2)cc1,-2.1,-5.8,10.7,8.7,18.7,1.1,0.1,-9.9,-10.2
Cc1ccccc1OCC(=O)Nc1nnc(-c2ccncc2)s1,0.7,-8.2,6.5,-34.7,6.0,1.4,6.2,-14.0,-5.8
COc1ccc(N(CC(=O)NCc2cccs2)S(=O)(=O)c2ccc(C(C)=O)cc2)cc1,0.3,46.3,-1.5,nt,-18.9,4.6,9.7,2.4,1.3
CCC1C(=O)N=C(SCC(=O)Nc2nc3ccccc3s2)NC1=O (stereo not given),-11.7,18.8,9.1,2.3,15.3,0.9,2.5,-6.4,-4.3
O=C(Cc1ccccc1)CC1(O)C(=O)Nc2ccccc21 (stereo not given),-2.1,11.4,-5.0,6.5,13.4,0.0,12.1,8.3,-9.5
CC(=O)c1c(N2CCN(Cc3ccc4c(c3)OCO4)CC2)nc(=S)n(-c2ccccc2)c1C,-14.6,-2.5,-10.9,-15.6,9.9,0.7,7.3,2.3,-18.9
Cc1cc(NC(=O)CSc2nnc3ccc(-c4ccccc4)nn23)no1,5.7,2.8,13.0,nt,9.7,0.1,1.2,-18.3,-2.5
CC(C)CCNC(=O)c1cc(S(=O)(=O)N2CCC3(CC2)OCCO3)ccc1F,-1.7,-16.3,1.5,nt,7.4,1.8,3.7,-9.7,-9.2
O=C(CSc1nc2[nH]ncc2c(=O)[nH]1)Nc1cccc(Cl)c1,-2.2,-51.1,6.8,-14.5,-0.1,0.7,3.0,-20.1,-1.9
Cc1cc(-c2cccnc2)c(C#N)c(SCc2cccc(F)c2)n1,-9.2,19.8,0.3,-32.5,3.5,0.6,8.1,-5.8,-24.9
Cc1ccc(NC(=O)CCN2C(=O)C3CCCCC3C2=O)c(O)c1 (stereo not given),1.8,9.8,6.7,2.5,16.6,1.1,0.0,-8.3,-2.3
O=C(OC1CCOC1=O)c1ccccc1C(=O)c1ccc(Cl)c([N+](=O)[O-])c1 (stereo not given),-1.0,nt,6.8,3.9,0.6,-1.0,nt,2.0,5.9
Cc1oc2ccc(NS(=O)(=O)c3cccc4cccnc34)cc2c1C(=O)OC(C)C,-0.6,-9.9,8.3,-21.8,20.1,1.8,4.0,-6.4,0.5
CCN(C(=O)Cc1c(C(=O)O)[nH]c2ccccc12)c1ccc(OC)cc1,-6.5,nt,12.1,0.1,16.5,0.6,nt,-7.6,-6.0
Cc1nc2cc3nc(C)sc3cc2s1,-0.9,-10.7,-1.1,-17.4,7.3,0.0,1.9,-29.0,-9.3
CCOC(=O)C(C)Sc1nc2c(c(=O)[nH]c(=O)n2C)n1CCc1ccccc1 (stereo not given),-1.3,-3.2,5.9,-17.2,14.6,0.1,15.7,-8.4,-1.7
COc1ccc(CNC(=O)CC[C@H]2O[C@@H](n3ccc(=O)[nH]c3=O)[C@H](O)[C@@H]2O)cc1,0.8,-13.8,2.1,nt,8.5,1.7,2.5,-26.4,-6.1
NS(=O)(=O)c1ccc(CCNC(=O)CCCCCn2c(=S)[nH]c3ccc(Br)cc3c2=O)cc1,0.1,60.0*,-9.4,6.2,13.5,7.2,25.4,40.9*,4.3
SMILES,CHRM1 agonist,TAAR1 antagonist,M1 PAM,CHO parental Ca,CHO-K1 Ca PAM,CHO-K1 Ca ag,TAAR1 ag,M1 antag,CHO-K1 Ca antag
CC(Oc1ccc(Br)cc1)C(=O)NCc1ccccn1 (stereo not given),-2.6,-2.8,10.5,4.3,11.8,-0.4,0.4,0.9,-7.8
Cn1c(SCC(=O)c2ccc(F)cc2)nnc1-c1cccnc1,-8.2,4.2,11.6,2.4,11.6,0.4,0.5,-4.5,0.8
COc1ccccc1N1CCN(C(=O)c2ccc([N+](=O)[O-])s2)CC1,-8.9,2.8,-2.0,-7.6,15.0,0.2,0.7,0.3,0.0
Cc1ccc(S(=O)(=O)N2CCC(O)(c3cccnc3)CC2)cc1,-5.0,5.9,-1.3,-2.6,6.3,0.4,5.6,2.0,-0.2
CC1(C)Cc2c(sc(NC(=O)COc3ccc(Cl)cc3)c2C(N)=O)C(C)(C)N1,-1.4,-6.4,12.1,4.5,8.6,2.8,5.8,-15.6,1.4
COc1ccccc1C(=O)NCC(=O)N1CC=C(c2ccccc2)CC1,-3.3,-5.5,2.1,-24.5,3.3,1.3,6.2,-6.1,-13.1
COc1cccc(C(=O)Nc2ccc(NC(=O)c3ccco3)nc2)c1,-0.9,7.8,-3.1,-6.1,12.8,1.6,11.8,-4.1,-2.8
Cc1cccc(NC(=O)CCn2nc(C)cc2C)c1,-3.5,8.0,1.6,-2.9,13.0,0.0,5.0,-11.6,-9.7
CCCC(=O)NCc1nc2ccccc2n1C,-5.1,-15.0,-1.1,-5.0,24.2,1.5,1.9,-1.5,-13.9
CC(C)(C)C(=O)Nc1nc2c(s1)CN(Cc1ccccc1)CC2,-14.1,0.6,-2.5,-27.9,4.6,0.1,1.2,-1.2,-0.4
CN(C)N1C(N)=C(C#N)C(c2cccc([N+](=O)[O-])c2)C2=C1CC(C)(C)CC2=O (stereo not given),-4.2,-23.2,4.3,nt,11.4,0.9,0.5,-10.1,-11.6
O=C(/C=C/c1ccc(S(=O)(=O)N2CCOCC2)cc1)NC(=S)Nc1ccc(N2CCOCC2)cc1,-1.6,-9.6,12.8,-5.5,22.4,0.1,1.3,-9.2,-5.7
CC1CCCN(c2ccc(C(=O)Nc3nnc(C4CC4)s3)cc2[N+](=O)[O-])C1 (stereo not given),-1.7,-14.4,10.5,0.6,-5.7,0.0,4.5,-6.1,-8.3
Nc1cc(=O)[nH]n1C1CCCC1,-3.5,14.0,0.0,2.4,-9.2,0.0,5.0,-7.2,7.3
O=C(N/C(=C\c1ccccc1Cl)C(=O)N1CCOCC1)c1ccc([N+](=O)[O-])cc1,-1.9,17.7,14.9,0.5,6.1,-0.3,0.7,-17.1,-11.3
COc1ccc(N(C(=O)c2ccco2)C(C(=O)NC2CCCC2)c2ccncc2)cc1 (stereo not given),-3.5,-31.3,4.9,-9.9,-20.6,0.1,4.4,-11.5,1.2
COc1ccccc1[C@]1(C)ON(c2ccccc2C(F)(F)F)C1=O,-0.9,22.5,0.6,-8.4,16.0,0.3,22.4,-4.7,-13.1
c1ccc2c(CSc3nnc(-c4ccncc4)o3)cccc2c1,-4.8,-1.3,3.0,-24.1,21.3,0.1,15.1,-1.3,-5.1
CCOC(=O)C(C)(C)n1nnc(-c2ccc([N+](=O)[O-])cc2)n1,-6.6,4.5,1.1,1.7,15.2,1.5,12.0,-3.5,3.1
CCN1C=C(C(C)=O)C(=O)CC1,-1.5,-19.2,6.6,nt,7.8,0.5,3.6,-10.9,-11.9
CC(C)N1C(=O)N(c2ccc(Cl)cc2)C(C)(O)CC1(C)C (stereo not given),-2.8,-9.4,1.9,-5.8,-3.3,-0.6,-0.8,-4.2,-3.9
CN(C)C(CNC(=O)c1ccc(-c2ccccc2)cc1)c1ccccc1 (stereo not given),-11.3,-0.8,-5.5,-24.4,-0.6,1.7,21.1,-7.4,-3.5
Cc1cc(Nc2ccc3c(c2)OCCO3)n2nc(C)nc2n1,-8.0,-19.3,7.9,-5.5,16.9,-0.5,-3.3,-12.2,1.4
Cc1ccc(C)c(N2CCN(S(=O)(=O)c3ccc4[nH]c(=O)ccc4c3)CC2)c1,-3.8,-14.2,-0.3,-8.5,5.1,0.4,5.5,-3.9,-6.3
Cc1nc(COc2cccc(Cl)c2)sc1C(=O)/C=C/N(C)C,-4.0,-15.8,6.3,-19.1,26.0,0.8,3.2,-11.8,-25.7
SMILES,CHRM1 agonist,TAAR1 antagonist,M1 PAM,CHO parental Ca,CHO-K1 Ca PAM,CHO-K1 Ca ag,TAAR1 ag,M1 antag,CHO-K1 Ca antag
O=C(O)C1CCCN1S(=O)(=O)c1ccc(Br)s1 (stereo not given) (tested in a mixture with another compound),-1.3,-13.6,4.0,-1.9,20.2,0.6,4.5,-22.7,-9.1
Cc1ccc(S(=O)(=O)n2nc(OC(=O)c3cccs3)cc2N)cc1,-1.3,-1.6,-4.7,-8.6,-17.7,-0.3,92.5*,11.1,12.1
COc1cc([N+](=O)[O-])cc([N+](=O)[O-])c1NC(=O)N1CCOCC1,0.3,-11.9,6.8,3.6,-0.1,1.1,4.3,-8.3,-5.6
Cc1cnc(C(=O)OC(C)C(=O)NC2CCCc3ccccc32)cn1 (stereo not given),1.6,-21.6,12.7,-10.1,9.1,0.8,0.6,-10.5,-10.3
CCOC(=O)c1cc(C(=O)c2cc(F)ccc2O)coc1=N,-1.6,1.8,8.4,-4.4,13.3,1.8,4.9,-11.7,-7.4
Cc1ccc2c(c1)c1c(n2CC(O)CN2CCCCC2C)CCCC1 (stereo not given),-7.2,-4.5,-24.2,-17.8,15.8,1.2,7.8,41.7*,-5.0

# Filtered by structure: the entries above containing a furan ring, fused or not (4)
SMILES,CHRM1 agonist,TAAR1 antagonist,M1 PAM,CHO parental Ca,CHO-K1 Ca PAM,CHO-K1 Ca ag,TAAR1 ag,M1 antag,CHO-K1 Ca antag
CCN(CC)CCCN1C(=O)C(O)=C(C(=O)c2sc(C)nc2C)C1c1ccco1 (stereo not given),-4.0,1.7,6.6,0.5,7.4,-0.2,6.3,-11.3,0.3
Cc1oc2ccc(NS(=O)(=O)c3cccc4cccnc34)cc2c1C(=O)OC(C)C,-0.6,-9.9,8.3,-21.8,20.1,1.8,4.0,-6.4,0.5
COc1cccc(C(=O)Nc2ccc(NC(=O)c3ccco3)nc2)c1,-0.9,7.8,-3.1,-6.1,12.8,1.6,11.8,-4.1,-2.8
COc1ccc(N(C(=O)c2ccco2)C(C(=O)NC2CCCC2)c2ccncc2)cc1 (stereo not given),-3.5,-31.3,4.9,-9.9,-20.6,0.1,4.4,-11.5,1.2
